# Compound activity from PubChem.
# procasp7 counter = counter-screen: procaspase-7 (human) activation. P55210. recombinant procaspase-7, Ac-DEVD-pNA absorbance 405 nm; D23A/D198A/D206A triple mutant, cannot self-cleave; scale: DMSO 0, 5 µM enzyme 100. activation, % at 8.5 µM. 0.093% of 330,000 active;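 active = percent activation above the screen-wide mean plus 3 SD, cut at about 25% in these data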
# Target sequence (P55210 whole entry D23A/D198A/D206A): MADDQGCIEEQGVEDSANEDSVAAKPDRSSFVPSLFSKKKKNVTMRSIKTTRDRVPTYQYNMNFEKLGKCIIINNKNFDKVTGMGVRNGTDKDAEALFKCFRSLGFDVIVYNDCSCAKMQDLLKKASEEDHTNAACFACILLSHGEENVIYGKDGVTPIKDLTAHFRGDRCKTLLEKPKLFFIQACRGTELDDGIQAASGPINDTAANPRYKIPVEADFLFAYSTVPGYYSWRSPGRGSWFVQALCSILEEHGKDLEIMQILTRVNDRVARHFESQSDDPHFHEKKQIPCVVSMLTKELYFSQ
#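 signal = Epi-absorbance of released pNA at 405 nm, two timepoints | assay system = Uncleavable procaspase-7 mutant enzyme | reagent = Ac-DEVD-pNA substrate, 400 µM as added | times = 1 h enzyme–compound preincubation and 2 h substrate reaction, both 25 °C | benchmarks = low DMSO alone, high DMSO plus 5 µM PC-7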
# procasp3 activ = procaspase-3 (human) activation; P42574; recombinant procaspase-3 D3A, Ac-DEVD-pNA absorbance 405 nm; activation, % at 8.5 µM; 0.11% of 330,000 active;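 active = activation above the mean of all tested compounds plus 3 SD, cut at about 21% in these data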;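 note: 0% = DMSO alone and 100% = DMSO wells spiked with extra 5 µM PC-3 D3A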
#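 Assay system: Autoprocessing-dead procaspase-3 D3A mutant enzyme; also added: Ac-DEVD-pNA; doses: one concentration, 8.5 µM nominal, 0.8% DMSO; times: 1 h compound preincubation, 2 h substrate hydrolysis at 25 °C; technique: 405 nm absorbance of p-nitroaniline, reads at 0 and 120 min; measure: % activation between DMSO and enzyme-spiked controls; repeats: single replicate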
# PP1 counter = counter-screen for PP5 inhibitors: inhibitors of human PP1-alpha; P62136; 0.9% of 320,000 active; inhibition, % at 6.7 µM; purified PP1alpha, OMFP fluorescence; AID 2235;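 active = inhibition above the mean inhibition of all tested compounds plus 3 SD, computed separately for each screening campaign, cut at about 15% in these data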
# Target sequence (P62136 whole entry, looked up): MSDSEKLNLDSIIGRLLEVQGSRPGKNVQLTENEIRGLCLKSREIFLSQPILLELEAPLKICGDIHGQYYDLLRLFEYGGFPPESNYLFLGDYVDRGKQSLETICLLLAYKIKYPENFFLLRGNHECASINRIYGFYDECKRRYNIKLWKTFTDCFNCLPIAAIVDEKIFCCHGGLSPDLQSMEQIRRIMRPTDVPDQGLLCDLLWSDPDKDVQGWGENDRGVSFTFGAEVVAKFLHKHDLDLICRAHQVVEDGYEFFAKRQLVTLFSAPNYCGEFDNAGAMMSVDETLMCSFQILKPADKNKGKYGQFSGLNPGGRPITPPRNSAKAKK
# TPT1 inhibitor = C. albicans TPT1 enzyme inhibition; recombinant caTPT1, FP RNA substrate dephosphorylation; inhibition, % at 5 µM; AID 1962; 0.81% of 300,000 active;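 active = inhibition above the mean of all tested compounds plus 3 SD, set per screening campaign, cut at about 24% in these data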;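 note: plate controls were DMSO alone for no effect and ferristatin control at 100 nM for full effect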
# CTSL1 counter = blocks F. hepatica cathepsin L1 in PFM18AAP counter-screen. recombinant F. hepatica cathepsin L1, Z-Leu-Arg-MCA fluorescence. inhibition, % at 5.96 µM. 0.49% of 300,000 active. AID 1906;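 active = inhibition above the mean of all tested compounds plus 3 SD, set per screening campaign, cut at about 17% in these data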;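 note: 0% = plate median of test compound wells and 100% = 1 µM Z-Phe-Ala-diazomethylketone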
# PP5 primary = inhibitors of human protein phosphatase 5 (PP5); purified PP5c, OMFP substrate fluorescence; inhibition, % at 6.7 µM; P53041; 0.18% of 320,000 active;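 active = inhibition above the campaign's mean inhibition across all tested compounds plus 3 SD, cut at about 9.5% in these data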;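 note: 0% = DMSO only and 100% = 100 µM cantharidin control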
# Efflux pump inh = blocks antifungal efflux pumps in multiplex yeast assay; S. cerevisiae Candida pump triplex, Nile Red efflux; 0.44% of 330,000 active; inhibition, % at 10 µM;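 active = plate passing quality check with inhibition over a set limit, or well fluorescence over plate mean plus 4 SD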;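 note: Nile Red retained in pooled yeast measured as flow cytometry median fluorescence; 0% = buffer negative control and 100% = Enniatin B positive control; higher means more Nile Red kept so more efflux inhibition; some compounds called inactive have numbers as strong as hits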
# JMJD2C inh = blocks human GASC-1 demethylase activity. GST-JMJD2C(1-420) H3K9me3 demethylation, DELFIA europium. inhibition, % at 2.35 µM. 0.069% of 330,000 active. AID 2099;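 active = more than half of a compound's replicate wells show inhibition beyond 50%, single wells judged on their own value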;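 note: signal counts dimethyl H3K9 product captured on neutravidin plate; 0% = median of DMSO wells and 100% = 0.3 times that DMSO median; strong numbers were not always called active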
# Target sequence (Q9H3R0 1-420 limits assumed): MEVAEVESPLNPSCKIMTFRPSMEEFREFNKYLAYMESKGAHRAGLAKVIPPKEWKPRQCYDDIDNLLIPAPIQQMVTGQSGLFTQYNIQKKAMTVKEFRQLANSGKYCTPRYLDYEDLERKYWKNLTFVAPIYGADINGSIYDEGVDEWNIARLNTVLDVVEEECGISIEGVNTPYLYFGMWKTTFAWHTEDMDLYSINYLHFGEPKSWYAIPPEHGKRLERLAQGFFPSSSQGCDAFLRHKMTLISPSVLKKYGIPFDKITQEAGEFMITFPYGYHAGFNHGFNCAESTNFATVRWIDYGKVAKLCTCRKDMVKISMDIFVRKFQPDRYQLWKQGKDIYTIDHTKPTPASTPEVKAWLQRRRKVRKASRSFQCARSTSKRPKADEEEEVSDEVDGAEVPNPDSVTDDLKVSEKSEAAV
# HCV core dimer = blocks dimerization of HCV core protein | TR-FRET GST/Flag-core106 dimerization, 1536-well | 0.33% of 300,000 active | inhibition, % at 5 µM;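 active = inhibition above the mean of all tested compounds plus 3 SD, set per screening campaign, cut at about 45% in these data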
#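 Test system: GST/Flag-tagged HCV core106 proteins; Medium: KF-containing HEPES buffer, pH 7.45, DTT, CHAPS, BSA; Times: compound-protein-antibody incubation 4 h at 22.5 °C; Detection: TR-FRET 671 and 617 nm emission; Benchmarks: wells lacking GST-core106 and wells with excess unlabelled core106.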
# The depositor's hits bear a star; . = no result given; & = joins results of further samples. Rows were taken by chance, and some 2.9% of all compounds hit somewhere here.
Structure	procasp7 counter	procasp3 activ	PP1 counter	TPT1 inhibitor	CTSL1 counter	PP5 primary	Efflux pump inh	JMJD2C inh	HCV core dimer
COc1ccc(C(O)Cn2c(=N)n(CCCN(C)C)c3ccccc32)cc1 (configuration not stated)	8	7	0	1	-1	3.0	-0.2	-3	-4
CN(CC(=O)Nc1ccc(OC(F)(F)F)cc1)C(=O)Cc1cccs1	1	-3	.	.	.	.	0.3	14	.
CNC(=O)CCn1nc(-c2ccc(C)cc2)c2ccccc2c1=O	5	13	2	-2	-2	0.1	0.2	1	-4
O=C(Nc1ccc(N2CCCC2)cc1)c1cc2ccccc2o1	3	5	33*	2	3	-0.4	0.1	-2	3
CN(Cc1ccccc1)C(=S)Nc1cccnc1	9	-3	1	7	0	0.9	-0.1	-7	1
CCN1CCN(Cc2ccccc2NC(=O)Nc2ccc(C)cc2)CC1	13	2	-3	-6	-1	0.6	-0.1	7	-3
CCOC(=O)C1CCCN(C(=S)Nc2cc(C)cc(C)c2)C1 (configuration not stated)	2	-7	-3	-2	-1	2.3	0.0	-6	-4
COc1ccc(CCNC(=O)C2CCC(=O)N2S(=O)(=O)c2ccc(C)cc2)cc1 (configuration not stated)	8	3	3	1	-9	-0.3	0.0	1	5
COC(=O)c1sccc1NC(=S)Nc1ccc(F)cc1	-3	-9	-3	-3	1	0.1	-1.2	2	-1
O=C(COc1cc(Cl)c(Cl)cc1Cl)NC(=O)Nc1ccc2c(c1)OCCO2	10	2	-4	-2	-3	2.7	-0.1	-17	3
Cc1cccc(N(C(=O)c2snc(C(N)=O)c2N)C(C(=O)NC2CCCC2)c2ccc(C)o2)c1 (configuration not stated)	-9	-6	8	-5	4	0.7	0.2	7	-4
COc1ccc(COC(=O)C2=C(C)NC(=O)NC2c2ccc(OC)cc2)cc1 (configuration not stated)	7	-8	3	-2	-3	3.8	0.9	-17	-4
COc1cccc(C(=O)COc2ccc3c(C)c(Cc4ccccc4)c(=O)oc3c2)c1	2	-13	10	0	1	-0.1	7.5*	7	7
O=[N+]([O-])c1ccccc1S(=O)(=O)N1CCN(C2CCN(Cc3ccccc3)CC2)CC1	9	6	2	-2	2	4.3	-0.1	12	3
O=[N+]([O-])c1ccc(Cl)cc1N1CCCCC1	-2	5	4	1	-3	1.3	0.0	-2	-1
COC(=O)c1cc2c(cc1NC(=O)CSCCc1ccccn1)OCO2	6	-1	-3	-15	-6	-0.5	0.0	-4	9
Cc1ccc(CNC(=O)CCCn2c(=O)c3ccccc3n(CC(=O)NCc3ccco3)c2=O)cc1	6	-2	-8	-1	-2	1.1	-0.1	15	0
FC(F)(F)c1cnc(Oc2ccc(-c3nnco3)cc2)c(Cl)c1	-9	6	-1	-3	-3	0.7	0.0	12	1
O=C(C1CCC1)N1CCN(S(=O)(=O)c2cccc(F)c2)CC1	10	-2	-5	-2	3	-1.8	0.0	5	3
Cn1c(=S)[nH]c2c(c1=O)C(C)(C)Cc1ccccc1-2	-9	0	8	1	1	-0.3	0.2	-13	9
Cc1nc2nc(SCC(=O)c3ccccc3)[nH]c2cc1Br	4	-7	-8	-3	1	-1.6	0.1	-1	4
Cc1ccc2oc(=O)c(-c3ccc(O)cc3)c(C)c2c1	-14	5	3	.	.	1.3	0.2	3	.
CCOC(=O)[C@H]1[C@H]2COc3ccc(Br)cc3[C@H]2N2C(=O)CNC(=O)[C@@]12C	10	4	-2	.	.	-1.4	0.0	-1	.
O=C(c1c(F)cccc1F)N1CCC(n2nnc3cc(C(F)(F)F)ccc32)CC1	14	-3	4	0	-2	2.4	0.2	5	2
N/C(COc1ccc(Cl)cc1Cl)=N\NS(=O)(=O)c1ccccc1	13	0	0	-4	4	3.3	-0.1	32	-9
COc1ccc(NC(=O)CCc2nnc3ccc(NCc4ccc5c(c4)OCO5)nn23)cc1	-2	2	5	-6	-2	1.5	0.2	0	-13
O=C(c1ccc(-n2cncn2)c([N+](=O)[O-])c1)N1CCN(S(=O)(=O)c2c(F)cccc2F)CC1	-1	-3	-4	-2	2	-0.2	0.2	-1	-5
Cc1nc2c(C#N)cnn2c2c1CCN(Cc1ccccc1)N2C	-2	-4	4	-3	2	-2.0	0.0	7	2
COc1ccccc1N1CCN(C(=O)CCC(=O)Nc2nnc(C(C)C)s2)CC1	3	0	0	1	-4	0.0	0.1	-5	-4
Cc1cc(C(=O)c2cnc(/N=C/N(C)C)s2)cc(C)c1O	-3	-11	-1	5	7	2.2	0.3	5	-1
CSc1nc(-c2ccccc2)nn1C(=O)c1ccccc1	-12	4	3	-4	-5	3.4	0.0	1	5
CCC(C)C(=O)Nn1c(C2CC2)nc2cc(OC)c(OC)cc2c1=O (configuration not stated)	8	3	-6	2	-5	0.4	-0.1	-1	-1
Cc1c(NC(=O)c2nn3c(c2Br)NC(c2ccccc2)CC3C(F)(F)F)c(=O)n(-c2ccccc2)n1C (configuration not stated)	-2	-6	-1	0	-1	2.0	0.2	2	-5
CCOc1ccc(CN2CCC(=O)NC2=O)cc1	-2	-3	-2	-2	-8	-0.1	0.0	-3	-7
C[C@H](CO)N1C[C@H](C)[C@@H](CN(C)S(=O)(=O)c2cccs2)Oc2c(NS(=O)(=O)c3cn(C)cn3)cccc2C1=O	0	6	.	.	.	.	-0.5	9	.
COc1ccc(NS(=O)(=O)c2ccc(N/N=C(\C)c3ccncc3)c([N+](=O)[O-])c2)cc1	0	-4	24*	-1	1	4.4	0.0	-1	15
COc1cc(S(=O)(=O)n2cnc(C)c2)ccc1Cl	7	-7	5	-4	9	-3.5	0.1	-5	-1
NC(=S)N/N=C/c1cccc(Br)c1	-5	0	2	0	12	-0.9	0.0	-30	0
COc1ccccc1/C=C/C=NC1C(=O)N(c2ccccc2)[N+](C)=C1C (configuration not stated)	-4	-5	-4	-3	4	-2.5	0.0	10	4
CCCCn1c(N)nc2ccccc21	-1	3	0	-1	-1	0.5	0.0	6	-5
Cc1ccc(N(CC(=O)NCC(O)c2ccccc2)S(=O)(=O)c2ccc(C)cc2)cc1 (configuration not stated)	10	-2	3	-1	2	1.8	0.1	-8	-4
COC(=O)C1ON2OC(C(=O)OC)C(C(=O)OC)C2C1CC(C)=O (configuration not stated)	2	-1	-4	11	2	1.5	0.0	1	-4
COC(=O)c1cccnc1-n1c(=O)c2cccnc2n(Cc2ccc([N+](=O)[O-])cc2)c1=O	4	-1	1	-7	0	0.3	0.0	-9	-2
COc1cc(S(=O)(=O)NCc2ccccc2Cl)ccc1-n1cnnn1	-8	14	4	0	-2	1.8	0.0	-5	-7
C=CCn1c(SCC(=O)Nc2ccc3c(c2)OCO3)nc2ccccc2c1=O	-2	6	2	2	2	0.0	-0.1	26&3	5
COc1ccc(N2C(=O)CN(Cc3cc(OC)c(OC)c(OC)c3)C2=S)cc1	4	-2	1	-3	5	1.1	-0.2	12	-1
CN(c1ccccc1)S(=O)(=O)c1ccc(C(=O)NNC(=O)c2ccccc2F)cc1	7	4	-3	.	.	0.2	-0.2	.	.
O=C(NNS(=O)(=O)c1ccc(F)cc1)c1ccccc1	-4	5	-3	-1	-3	-0.3	-0.1	-5	6
CCOc1ccc(/C=N/NC(=O)c2ccc(F)cc2)cc1CN1CC2CC(C1)c1cccc(=O)n1C2 (configuration not stated)	5	0	-2	.	.	-2.3	0.4	7	.
NC(=O)C1CCN(C(=O)CSc2ccccn2)CC1	10	3	-2	0	-4	2.5	-0.1	-2	-1
C[C@@]12C(=O)N(Cc3ccccc3)CC(=O)N1[C@H]1c3cc(Cl)ccc3OC[C@@H]1[C@@H]2c1ccccc1	-7	9	5	.	.	0.9	-0.2	.	.
CN(C(=O)CSc1nnc(-c2cccc(F)c2)n1N)C1CCS(=O)(=O)C1 (configuration not stated)	2	3	0	4	-1	-0.8	0.0	-4	1
COC(=O)C1C(=O)C2=C(CC1C)NC(C)=C(C(=O)OC(C)C)C2c1ccc(OC)c(O)c1 (configuration not stated)	-11	-8	0	-2	0	-2.1	0.1	-4	2
CCn1c(SCCOc2ccc(Cl)cc2)nnc1-c1cccs1	-4	14	1	-3	-5	1.5	-0.1	2	13
COc1ccc(-n2c(COc3ccc(Cl)cc3)nnc2SCc2ccc(C#N)cc2)cc1	3	5	20*	1	2	5.2	0.2	-2	10
COc1ccc(CN2CCN(C(=O)CC(C)C)CC2)cc1OC	0	-8	-4	-1	1	-2.6	0.0	5	0
O=C(Nc1cccnc1)c1ccccc1Oc1ccccc1	5	-1	2	-4	-1	2.9	0.0	37	-6
CN1C(=O)c2cccc3c(S(=O)(=O)NCc4ccco4)ccc1c23	-6	-8	-1	-5	6	0.1	-0.1	-6	-5
Nc1cccc(-c2nc3ccc(N)cc3s2)c1	3	2	0	2	-1	3.8	-0.1	15	0
O=C(Nc1ccnn1C1CCN(C(=O)c2ccc(F)c(Cl)c2)CC1)C1CC1	-1	2	5	-1	-5	5.4	-0.1	8	-5

# The last 2 entries of the section above come first, to join the parts.
Structure	procasp7 counter	procasp3 activ	PP1 counter	TPT1 inhibitor	CTSL1 counter	PP5 primary	Efflux pump inh	JMJD2C inh	HCV core dimer
Nc1cccc(-c2nc3ccc(N)cc3s2)c1	3	2	0	2	-1	3.8	-0.1	15	0
O=C(Nc1ccnn1C1CCN(C(=O)c2ccc(F)c(Cl)c2)CC1)C1CC1	-1	2	5	-1	-5	5.4	-0.1	8	-5
CS(=O)(=O)N1N=C(c2ccccc2)CC1c1cccs1 (configuration not stated)	5	-7	0	-1	5	1.5	-0.1	6	-3
CCCCCO	4	0	-5	.	.	-2.4	-0.1	2	.
CCn1c(=O)c(C(=O)CN2CCCc3ccccc32)c(N)n(Cc2ccccc2)c1=O	11	-8	6	14	5	3.5	-0.1	-16	1
COc1ccc2nc(SC)c(C#N)cc2c1	-1	1	0	0	0	1.5	-0.1	-2	-111
CS(=O)(=O)N1N=C(c2ccc(Br)cc2)CC1c1cccs1 (configuration not stated)	9	-5	2	-2	0	0.8	-0.1	6	4
CCOc1cc(N2CCOCC2)c(OCC)cc1NC(=O)c1cccc(N(C)C)c1	0	-5	-5	1	5	1.4	-0.1	10	-3
O=C(COC(=O)c1cccc(O)c1)Nc1ccc(OC(F)F)cc1	3	12	-6	-1	-4	-2.4	-0.2	14	0
COC/C=C/C1=CC2=CC(=O)C(C)(OC(=O)c3cnc4ccccc4n3)C(=O)C2=CN1CCc1ccccn1 (configuration not stated)	-8	8	2	-12	4	1.0	0.2	0	15
